AMPAR-TARP mod: GluA2-stargazin AMPA receptor complex modulation | actives 3.5% (n = 40,000) | O88602+P19491 | calls only at 30 µM | HEK293 GluA2+stargazin, membrane potential dye (FDSS), glutamate EC50; hits were called plate by plate, in both directions | AID 1259245;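 active = any of four per-well response measures lying three or more SD from its plate-wide compound average, in either direction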
Target sequence (O88602 whole entry, looked up): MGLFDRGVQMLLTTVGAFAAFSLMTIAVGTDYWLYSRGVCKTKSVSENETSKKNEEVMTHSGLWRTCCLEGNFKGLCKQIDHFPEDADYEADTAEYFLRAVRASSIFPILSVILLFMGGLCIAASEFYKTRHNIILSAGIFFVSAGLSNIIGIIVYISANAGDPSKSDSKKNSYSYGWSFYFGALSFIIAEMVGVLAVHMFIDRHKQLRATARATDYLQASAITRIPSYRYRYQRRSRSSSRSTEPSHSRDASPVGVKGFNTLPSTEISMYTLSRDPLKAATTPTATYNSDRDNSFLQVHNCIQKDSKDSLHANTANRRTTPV
Target sequence (P19491 whole entry, looked up): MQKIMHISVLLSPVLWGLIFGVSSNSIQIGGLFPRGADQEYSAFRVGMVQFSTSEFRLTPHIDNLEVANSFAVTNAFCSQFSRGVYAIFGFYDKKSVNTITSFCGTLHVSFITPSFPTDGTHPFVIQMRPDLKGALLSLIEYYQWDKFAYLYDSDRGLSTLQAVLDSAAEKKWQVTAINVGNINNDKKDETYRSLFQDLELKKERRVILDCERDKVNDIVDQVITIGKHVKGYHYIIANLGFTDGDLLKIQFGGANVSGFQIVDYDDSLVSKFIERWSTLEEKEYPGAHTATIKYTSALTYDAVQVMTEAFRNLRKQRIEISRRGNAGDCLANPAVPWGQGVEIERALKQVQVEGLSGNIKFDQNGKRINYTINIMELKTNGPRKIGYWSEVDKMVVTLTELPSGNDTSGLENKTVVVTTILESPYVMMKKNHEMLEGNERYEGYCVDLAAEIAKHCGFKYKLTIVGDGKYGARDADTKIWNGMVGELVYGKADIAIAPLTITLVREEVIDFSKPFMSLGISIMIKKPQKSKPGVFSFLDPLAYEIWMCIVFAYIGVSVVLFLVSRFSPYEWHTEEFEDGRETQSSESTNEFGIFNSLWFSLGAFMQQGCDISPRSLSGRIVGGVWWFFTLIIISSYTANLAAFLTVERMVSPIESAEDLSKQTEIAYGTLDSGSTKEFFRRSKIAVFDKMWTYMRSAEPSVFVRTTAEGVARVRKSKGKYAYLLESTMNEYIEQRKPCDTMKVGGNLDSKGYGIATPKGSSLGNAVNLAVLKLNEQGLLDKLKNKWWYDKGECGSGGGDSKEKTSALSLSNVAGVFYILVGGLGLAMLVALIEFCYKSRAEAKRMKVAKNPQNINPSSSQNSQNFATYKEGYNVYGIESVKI
AMPAR-TARP mod agonism max-min: further read-out of AMPAR-TARP mod, marked with its call; compound max-min signal; compound-alone response (agonism);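 unitless range of fluorescence divided by baseline over first 100 seconds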
AMPAR-TARP mod glutamate slope: also measured in AMPAR-TARP mod; calls as there; glutamate slope, % of max; measured here: glutamate response slope, % max;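 scaled per plate between vehicle wells and maximal 1 mM glutamate control wells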
Active calls of the source: *; i = inactive; + = active, no number.

SMILES	AMPAR-TARP mod	AMPAR-TARP mod agonism max-min	AMPAR-TARP mod glutamate slope
CCC(C)c1ccc(NC(=O)c2ccncc2)cc1 (centres undefined)	i	0.094	11
COCCCn1c(C(=O)NCCCO)cc2c(=O)n3cccc(C)c3nc21	i	0.23	63
COCCNC(=O)Cn1nc2c(c1NC(=O)C(C)(C)C)CSC2	i	0.077	50
O=C(CC1OC(=O)c2ccccc21)c1ccc(Cl)c(Cl)c1 (centres undefined)	i	0.1	60
Cc1nc2ccccn2c1C(=O)NCC(c1ccco1)N(C)C (centres undefined)	i	0.15	44
COc1ccc(S(=O)(=O)Nc2cccc(Oc3ccc(C)nn3)c2)c(OC)c1OC	i	0.082	67
COc1ccc(-n2c(C)cn3c4c(=O)n(CC(N)=O)c(=O)n(C)c4nc23)cc1	i	0.13	83
O=C(Cc1noc2ccccc12)N1CCN(c2ccc3nncn3n2)CC1	i	0.079	46
COc1cccc(OC)c1C(=O)NCC(c1cccs1)N1CCOCC1 (centres undefined)	i	0.041	41
COc1ccc(OC)c(-c2ccc(SCC(=O)N3CCCCCC3)nn2)c1	i	0.036	55
CCOC(=O)Cn1c(=O)c2c(nc3n(-c4ccccc4C)c(C)c(C)n23)n(C)c1=O	i	0.093	65
COc1cccc(CNC(=O)C(=O)NCC(O)c2ccc(C(F)(F)F)cc2)c1 (centres undefined)	i	0.12	45
CCS(=O)(=O)N1CCCc2ccc(NS(=O)(=O)c3ccc(C)cc3)cc21	i	0.056	70
COc1ccc(S(=O)(=O)c2cnc(SCC(=O)Nc3ccc(F)cc3F)[nH]c2=O)cc1OC	i	0.12	52
O=C(c1ccc2c(c1)OCO2)N1CCN(c2ccc(Nc3ccccn3)nn2)CC1	i	0.28	49
COc1ccc(C)cc1S(=O)(=O)Nc1ccc2c(c1)CCCN2S(=O)(=O)c1ccccc1	i	0.1	57
O=C(Nc1ccccc1)c1cc([N+](=O)[O-])ccc1N1CCOCC1	i	0.053	46
COc1ccccc1CNC(=O)CCc1csc(NC(=O)c2ccc(F)cc2)n1	i	0.12	49
O=c1n(CCOc2ccccc2)nc2ccc(S(=O)(=O)N3CCSCC3)cn12	i	0.047	63
NC(=O)CSc1ccc(NC(=O)c2ccccc2)nn1	i	0.06	45
Cc1ccc2c(c1)c(C)c(C)n2CC(O)Cn1nc(C)c(Br)c1C (centres undefined)	i	0.073	34
COc1cccc(C(=O)Nc2ccc3c(c2)CCCN3C(=O)C(C)C)c1OC	i	0.1	57
O=S(=O)(Cc1cccc(Cl)c1)NCC1(O)CCCC1	i	0.093	68
CCN(CC)CC(O)COc1ccc2ccccc2c1 (centres undefined)	i	0.084	58
Cc1nc2c(ccc3nc(NC(=O)Cc4ccc(S(C)(=O)=O)cc4)sc32)s1	i	0.16	56
SMILES	AMPAR-TARP mod	AMPAR-TARP mod agonism max-min	AMPAR-TARP mod glutamate slope
CCc1ccc(OC)c(S(=O)(=O)Nc2ccc3c(c2)CCCN3S(=O)(=O)CC)c1	i	0.067	49
CCNC(=O)C1CCN(c2cc(SCC(=O)Nc3ccc(F)c(Cl)c3)ncn2)CC1	i	0.098	58
COc1ccc2sc(N(CCN3CCOCC3)C(=O)CSc3ccc(C)cc3)nc2c1	i	0.026	55
NC(=O)C1Cc2ccccc2N1C(=O)COc1ccc(Cl)cc1Cl (centres undefined)	i	0.12	51
Cn1c(CN2CCN(CC(=O)Nc3ccc(C(F)(F)F)cc3)CC2)nc2ccccc21	i	0.075	60
O=C(NCc1cccs1)C1CCC(CNS(=O)(=O)c2cccs2)CC1 (centres undefined)	i	0.053	55
CC(=O)N1CCc2c(sc(NC(=O)CCc3ccccc3)c2-c2nc3ccccc3s2)C1	i	0.067	36
O=C(NCc1ccccc1)c1ccc(S(=O)(=O)N2CCc3ccccc3C2)cc1	i	0.06	58
O=C(CCCn1c(=O)[nH]c2ccccc2c1=O)NC1CCCCCC1	i	0.082	60
COc1ccc(S(=O)(=O)CC(=O)Nc2nc(-c3c(C)cc(C)cc3C)cs2)cc1	i	0.034	37
CC(C)c1ccc(NC(=O)Cc2csc(NC(=O)c3ccc(=O)[nH]c3)n2)cc1	i	0.085	41
Cc1cc(NC(=O)C(=O)NCCC(O)C(C)(C)C)no1 (centres undefined)	i	0.14	48
Cc1n[nH]c(C)c1CCC(=O)O	i	0.069	39
Cc1ccc(NC(=O)c2ccc([N+](=O)[O-])cc2Cl)cc1N1CCCCC1=O	i	0.056	53
CCc1ccc(CNC(=O)c2snc(C(=O)N3CCCC3)c2N)cc1	i	0.091	64
COc1ccc(OCc2noc(CNC(=O)Nc3ccc(Cl)c(Cl)c3)n2)cc1	i	0.2	54
CC(C)c1cc(=O)[nH]c(-n2nc(-c3ccco3)cc2NC(=O)c2ccc(F)cc2)n1	i	0.11	47
CSc1ccccc1CN1CCC(CNC(=O)C(=O)Nc2ccc(F)c(F)c2)CC1	i	0.1	58
COCCn1c(C(=O)Nc2ccc(F)c(Cl)c2)cc2c(=O)n(C)c(=O)n(C)c21	+	0.18*	60*
COc1cc([N+](=O)[O-])cc2sc(NC(=O)c3ccc(S(=O)(=O)N(C)C4CCCC4)cc3)nc12	+	0.18*	55*
COc1ccc(CC(=O)Nc2nc(-c3ccc(C#N)cc3)cs2)cc1	i	0.082	54
O=C(CSc1nnc(-c2ccncc2)o1)N1CCC(Cc2ccccc2)CC1	i	0.018	50
Cc1ccc(-c2ncc3c(SCC(=O)Nc4ccc5c(c4)OCCO5)ncnc3n2)cc1	i	0.083	61
CCCCOCC(O)CN1CCN(c2ccccc2)CC1 (centres undefined)	i	0.11	54
Cc1ccc(CNC(=O)C(=O)Nc2ccc3c(c2)N(C(=O)C(C)C)CCC3)cc1	i	0.051	46

Reprinted from the listing for reference:
SMILES	AMPAR-TARP mod	AMPAR-TARP mod agonism max-min	AMPAR-TARP mod glutamate slope
CCCCOCC(O)CN1CCN(c2ccccc2)CC1 (centres undefined)	i	0.11	54
Cc1ccc(CNC(=O)C(=O)Nc2ccc3c(c2)N(C(=O)C(C)C)CCC3)cc1	i	0.051	46

New compounds follow
SMILES	AMPAR-TARP mod	AMPAR-TARP mod agonism max-min	AMPAR-TARP mod glutamate slope
COc1ccc(-n2nnc3c(N4CCN(C(=O)Cc5ccc(OC)c(OC)c5)CC4)ncnc32)cc1	i	0.14	74
Cn1nnc2c(SCC(=O)N3CCN(c4ccccc4)CC3)ncnc21	i	0.086	47
COCc1cnc2c(c1SC)c(=O)n(C)c(=O)n2C	i	0.075	45
COc1ccc(NC(=O)Cn2cc(-c3ccccc3)c(N3CCOCC3)n2)cc1	i	0.13	59
CC1CCCCC1Nc1ncnc2c1nnn2C (centres undefined)	i	0.049	54
CCOC(=O)Cc1csc(NC(=O)CN2CCC(c3nnc(-c4ccco4)o3)CC2)n1	i	0.069	55
CC(C)S(=O)(=O)c1cccc(C(=O)Nc2ccc(S(C)(=O)=O)cc2)c1	i	0.062	76
CC1CCCCN1c1ccc(N2CCN(S(=O)(=O)c3ccc([N+](=O)[O-])cc3)CC2)nn1 (centres undefined)	i	0.083	51
CCOc1ccc(Oc2c(C)oc3cc(O)ccc3c2=O)cc1	i	0.068	32
COc1cc(S(=O)(=O)N2CCN(c3ccccc3)CC2)c(C)cc1Br	i	0.11	62
CCN1CCN(S(=O)(=O)CCNC(=O)c2c(F)cccc2F)CC1	i	0.057	41
Cc1nc(-c2cccs2)c(CCC(=O)Nc2ccccc2C(F)(F)F)s1	i	0.085	46
CN(C)C(=O)C(NC(=O)OC(C)(C)C)c1ccccc1Cl (centres undefined)	i	0.05	65
Cc1ccc(C(CNC(=O)C(=O)Nc2cc(C)on2)N(C)C)cc1 (centres undefined)	i	0.073	64
CCN1CCc2c(sc(NC(=O)C3CCCCC3)c2-c2nc3ccccc3s2)C1	i	0.079	26
CCCc1nnsc1C(=O)Nc1ccc2c(c1)CCC(=O)N2CC	i	0.091	71
O=C(NCCC(O)c1cccs1)c1ccccc1Cl (centres undefined)	i	0.055	58
Cc1cc(NC(=O)CCCS(=O)(=O)c2ccc(Cl)cc2)n(C(C)C)n1	i	0.069	54
CCCOc1cccc2c1CCN(Cc1ccccc1C)C2=O	i	0.051	66
CCc1ccccc1NC(=O)C(=O)NCC(c1cccn1C)N1CCN(C)CC1 (centres undefined)	i	0.092	57
COC(=O)c1ccc(NC(=O)C(=O)NCC2(O)CCc3ccccc32)cc1 (centres undefined)	i	0.072	58
COC(=O)N1CCC(CNC(=O)c2cccn(C)c2=O)CC1	i	0.16	61
COc1ccccc1-c1cnn2c(Nc3ccc(NC(C)=O)cc3)cc(C)nc12	i	0.15	60
COc1ccc(-c2nnc(NC(=O)c3ccccc3OC)o2)cc1	i	0.17	74
Cc1cc(C(=O)NCCC(O)c2cccs2)no1 (centres undefined)	i	0.093	65
SMILES	AMPAR-TARP mod	AMPAR-TARP mod agonism max-min	AMPAR-TARP mod glutamate slope
COc1ccccc1CNC(=O)c1coc(NC(=O)c2ccco2)n1	i	0.14	89
COc1ccc(CCN(C)S(=O)(=O)c2ccc(F)c(F)c2)cc1OC	i	0.04	62
CCOc1ccc(NC(=O)Cn2nc3c(cc2=O)CCCC3)cc1	i	0.071	70
O=C(Nc1sc2c(c1-c1nc3ccccc3s1)CCCC2)c1cccc2ccccc12	i	0.074	32
CCn1nc(C)cc1C(=O)Nc1ccc(SC)cc1	i	0.071	62
O=C(Cn1c2c(c(=O)n(C3CCCCC3)c1=O)CCC2)NCCCn1ccnc1	i	0.094	64
CCSc1nnc(-c2cn(C)nc2OC)n1CCOC	i	0.041	31
COc1cccc(C(=O)Nc2ccc3c(c2)CCC(=O)N3Cc2ccccc2)c1OC	i	0.058	39
Cn1ccc(C(=O)NCc2ccccc2)n1	i	0.078	54
CCSc1ccc(CC(=O)Nc2nnc(-c3cc(OC)c(OC)c(OC)c3)o2)cc1	i	0.12	63
COc1cccc(CC(=O)NCC2CCN(c3ncccn3)CC2)c1	i	0.094	60
CCCCN1CC(c2nc3ccccc3n2Cc2ccccc2)CC1=O (centres undefined)	i	0.13	64
COc1ccc(Cl)cc1NC(=O)Cn1cc(OC)c(=O)cc1CSc1ccc(C)cc1	i	0.12	53
CC(C)S(=O)(=O)c1cccc(C(=O)Nc2cccc3ccccc23)c1	i	0.049	54
CCOC(=O)c1sc(NC(=O)CSc2ccc(NC(=O)C(C)C)nn2)nc1C	i	0.11	49
O=C(CSc1ccc(NC(=O)c2ccco2)nn1)Nc1cc(Cl)cc(Cl)c1	i	0.098	41
Cc1nn(C2CCS(=O)(=O)C2)c2nc(-c3ccccc3)cc(C(=O)NC3CC3)c12 (centres undefined)	i	0.091	55
CCOc1ccc(CC(=O)Nc2cc(C)no2)cc1	i	0.1	60
Nc1ccc2c(c1)N(S(=O)(=O)c1ccccc1)CCC2	i	0.084	-3
Cc1cc(NC(=O)c2ccc(Br)cc2)ccc1N1CCCC1=O	i	0.099	41
CC(C)(C)NC(=O)N1CCC(CNC(=O)C2CC2)CC1	i	0.1	64
Cc1cccnc1NC(=O)COc1ccc2c(c1)C(=O)CC2	i	0.2	81
Cc1nn(C2CCS(=O)(=O)C2)c2nc(-c3ccco3)cc(C(=O)Nc3nc4ccccc4s3)c12 (centres undefined)	i	0.065	35
O=C(NCC(c1ccc(F)cc1)N1CCOCC1)C(=O)Nc1nc2ccccc2s1 (centres undefined)	i	0.045	45
Cc1ccc(S(=O)(=O)N2CCC(C(N)=S)CC2)cc1	i	0.095	59

Looked up one by one from above, 4 records:
SMILES	AMPAR-TARP mod	AMPAR-TARP mod agonism max-min	AMPAR-TARP mod glutamate slope
O=C(NCC(c1ccc(F)cc1)N1CCOCC1)C(=O)Nc1nc2ccccc2s1 (centres undefined)	i	0.045	45
Cn1ccc(C(=O)NCc2ccccc2)n1	i	0.078	54
Cc1cccnc1NC(=O)COc1ccc2c(c1)C(=O)CC2	i	0.2	81
Nc1ccc2c(c1)N(S(=O)(=O)c1ccccc1)CCC2	i	0.084	-3

Shown with the structure last: part of the list above.
AMPAR-TARP mod | AMPAR-TARP mod agonism max-min | AMPAR-TARP mod glutamate slope | Molecule
i | 0.071 | 70 | CCOc1ccc(NC(=O)Cn2nc3c(cc2=O)CCCC3)cc1
i | 0.049 | 54 | CC(C)S(=O)(=O)c1cccc(C(=O)Nc2cccc3ccccc23)c1
i | 0.1 | 64 | CC(C)(C)NC(=O)N1CCC(CNC(=O)C2CC2)CC1
i | 0.11 | 49 | CCOC(=O)c1sc(NC(=O)CSc2ccc(NC(=O)C(C)C)nn2)nc1C

Next results follow.
SMILES	AMPAR-TARP mod	AMPAR-TARP mod agonism max-min	AMPAR-TARP mod glutamate slope
O=C(Cn1nnc2ccccc2c1=O)NCCn1nc(-c2ccco2)ccc1=O	i	0.099	47
CC(=O)c1cccc(NC(=O)c2ccc(=O)n(Cc3ccccc3Cl)c2)c1	i	0.14	51
COc1ccc(CCC(=O)NCCn2ncc3c(N4CCOCC4)ncnc32)cc1	i	0.054	53
Cc1ccc(NC(=O)C(=O)NCCN2CCC(c3cccs3)CC2)cc1C	i	0.095	57
Cc1ccsc1C(O)CNC(=O)C1c2ccccc2Oc2ccccc21 (centres undefined)	+	0.067*	49*
CCc1cc(CC)n(-c2nc3c(c(=O)n(CC(=O)C(C)(C)C)c(=O)n3C)n2C)n1	i	0.1	49
COCc1cnc2c(c1SCC(=O)Nc1cccc3ccccc13)c(=O)n(C)c(=O)n2C	i	0.049	53
Cc1ccc(NC(=O)C(=O)Nc2ccc3c(c2)OCCO3)cc1N1CCCC1=O	i	0.04	44

A portion of the library, so the mix of outcomes need not match the whole.
